# Bioassay records deposited in PubChem BioAssay by NMMLSC.
# Bim-Bcl-XL: inhibitors of Bim-Bcl-XL binding, primary screen, biochemical, multiplexed, bead flow cytometry, human Bcl-XL; inhibition, % at 10 µM; 0.04% of 190,000 active; AID 1007, 2008; Bcl-2-like protein 1 (Homo sapiens), Q07817; Bim peptide-Bcl-XL binding, fluorescence
# RGS7-Gao: RGS7-Galphao binding modulators, primary screen, biochemical, multiplexed bead flow cytometry. actives lie on both sides. binding response (% of control), % at 10 µM. 0.35% of 220,000 active. AID 1439, 2008; in the data active = binding response below about 49% or above about 150%; inconclusive = no clear call, values can overlap the other calls; inactive = in between;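 also: fluorescent Galphao held in activated GDP-AlF4 state binding bead-coupled RGS7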
# Target sequence (P09471 whole entry, looked up): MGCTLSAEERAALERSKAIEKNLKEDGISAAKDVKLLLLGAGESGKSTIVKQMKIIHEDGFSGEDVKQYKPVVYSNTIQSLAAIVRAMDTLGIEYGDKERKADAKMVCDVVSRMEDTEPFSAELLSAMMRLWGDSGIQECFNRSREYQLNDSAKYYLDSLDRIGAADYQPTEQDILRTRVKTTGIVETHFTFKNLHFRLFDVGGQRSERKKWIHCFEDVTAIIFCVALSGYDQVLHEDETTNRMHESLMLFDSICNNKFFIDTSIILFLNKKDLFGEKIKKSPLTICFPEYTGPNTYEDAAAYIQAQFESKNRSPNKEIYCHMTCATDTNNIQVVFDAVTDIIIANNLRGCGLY
# RGS8-Gao reg: RGS8-Galphao binding modulators, primary screen, biochemical, multiplexed bead flow cytometry; Guanine nucleotide-binding protein G(o) subunit alpha (Homo sapiens), P09471; 0.34% of 220,000 active; actives lie on both sides; response (percent of control binding), % at 10 µM; in the data active = response below about 60% or above about 140%; inactive = in between;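 also: Galphao activated as the GDP aluminium fluoride complex binding bead-coupled RGS8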
# ABCG2 block: ABCG2 efflux pump inhibitors, primary screen, multiplex with ABCB1, IgMXP3 cells, flow cytometry. Broad substrate specificity ATP-binding cassette transporter ABCG2 (Homo sapiens), Q9UNQ0. JC-1 efflux. inhibition, % at 6.6 µM. 0.1% of 190,000 active;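 active = inhibition above 80%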;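 also: 0% = DMSO and 100% = nicardipine control wells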
#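 Test system: ABCG2 IgMXP3 and barcoded ABCB1 CCRF-Adr cell mix; Schedule: cells with compound and JC-1, 10 min at 25 °C, rotating, no wash; Technique: flow cytometry of retained JC-1 fluorescence; Measure: % inhibition of efflux relative to nicardipine and DMSO; Controls: nicardipine high and DMSO low controls.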
# Mcl-1 Bim block: inhibitors of Bim peptide binding to Mcl-1, primary screen, biochemical, bead-based flow cytometry, multiplex. Induced myeloid leukemia cell differentiation protein Mcl-1 (Homo sapiens), Q07820. Bim peptide-Mcl-1 binding. inhibition, % at 10 µM. 0.1% of 190,000 active;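 also: 0% = no compound tracer wells and 100% = peptide blocker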
# Bcl-W Bim block: inhibitors of Bim binding to Bcl-W, primary screen, biochemical, multiplexed, bead-based flow cytometry | Bcl-2-like protein 2 (Homo sapiens), Q92843 | inhibition, % at 10 µM | 0.02% of 190,000 active | AID 952, 2007 | Bim peptide-Bcl-W binding;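 also: 0% = bound tracer without compound and 100% = peptide blocker; higher means less fluorescent Bim peptide bound to Bcl-W beads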
# Target sequence (Q92843 whole entry, looked up): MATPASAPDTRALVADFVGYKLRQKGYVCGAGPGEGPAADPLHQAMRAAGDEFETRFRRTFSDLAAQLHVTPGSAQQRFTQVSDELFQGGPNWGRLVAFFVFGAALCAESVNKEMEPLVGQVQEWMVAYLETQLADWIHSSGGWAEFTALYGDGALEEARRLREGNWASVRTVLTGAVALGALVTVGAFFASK
# ABCB1 block: ABCB1 efflux pump inhibitors, primary screen, cell-based, multiplex, flow cytometry, ABCG2 counter-screen; ATP-dependent translocase ABCB1 (Homo sapiens), P08183; CCRF-Adr cells, JC-1 efflux; inhibition, % at 6.6 µM; 0.067% of 190,000 active; AID 1326, 2008; in the data active = inhibition above about 40%;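 also: 0% = vehicle and 100% = reference inhibitor; higher value means more JC-1 retained so stronger ABCB1 efflux block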
# Bcl-2 Bim block: inhibitors of Bim-Bcl-2 binding, primary screen, biochemical, multiplexed, human Bcl-2 family; inhibition, % at 10 µM; 0.06% of 190,000 active; Bead-based flow cytometry, Bim peptide-Bcl-2 binding; in the data active = inhibition above about 40%; inconclusive = no clear call, values can overlap the other calls;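 also: 0% = no compound wells with probe peptide and 100% = reference peptide inhibitor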
# Target sequence (P10415 whole entry, looked up): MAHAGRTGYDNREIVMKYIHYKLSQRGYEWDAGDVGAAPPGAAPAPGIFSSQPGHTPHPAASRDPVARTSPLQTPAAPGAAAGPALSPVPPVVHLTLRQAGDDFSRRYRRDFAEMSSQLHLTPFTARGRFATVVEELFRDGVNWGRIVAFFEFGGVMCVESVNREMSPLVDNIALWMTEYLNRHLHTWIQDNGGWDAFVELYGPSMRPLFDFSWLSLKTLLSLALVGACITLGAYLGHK
# RGS4-Gao reg: modulators of RGS4 binding to Galphao, primary screen, biochemical, multiplexed bead flow cytometry | 0.33% of 220,000 active | binding response (% of control), % at 10 µM | actives lie on both sides; in the data active = binding response below about 49% or above about 150%; inactive = in between;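 also: fluorescent Galphao activated with aluminum fluoride binding bead-coupled RGS4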
# Bim-Bcl-B: inhibitors of Bim-Bcl-B binding, primary screen, biochemical, multiplexed, human Bcl-2 family; Bcl-2-like protein 10 (Homo sapiens), Q9HD36; bead-based flow cytometry, Bim peptide-Bcl-B binding; inhibition, % at 10 µM; 0.073% of 190,000 active; AID 951, 2007;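 also: 0% = tracer peptide without compound and 100% = reference inhibitor peptide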
# Bim-Bfl-1: inhibitors of Bim binding to Bfl-1, primary screen, biochemical, multiplexed, bead-based flow cytometry; Bcl-2-related protein A1 (Homo sapiens), Q16548; Bim-Bfl-1 binding inhibition; inhibition, % at 10 µM; 0.12% of 190,000 active;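 also: 0% = wells without compound plus tracer and 100% = blocker peptide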
# * = called active by the depositor; ? = inconclusive. Rule as the data show it, unless noted: active = inhibition above about 40%.
# Labels used below – A = Bim-Bcl-XL; B = RGS7-Gao; C = RGS8-Gao reg; D = ABCG2 block; E = Mcl-1 Bim block; F = Bcl-W Bim block; G = ABCB1 block; H = Bcl-2 Bim block; I = RGS4-Gao reg; J = Bim-Bcl-B; K = Bim-Bfl-1
> COc1ccc(S(=O)(=O)CCC(=O)N2CCN(c3ccccc3F)CC2)cc1
  A = -3.0; B = 101.0; C = 106.7; D = 5.1; E = -1.0; F = 0.0; G = 1.1; H = -1.0; I = 100.5; J = -4.0; K = -6.0
> O=C(CNC(=O)C1CCCCC1)OCC(=O)c1ccc(Cl)s1
  A = -3.0; B = 101.4; C = 103.7; D = -0.8; E = -2.0; F = -1.0; G = -0.4; H = 1.0; I = 102.6; J = -12.0; K = -5.0
> O=C(CSc1nc2ccc(Nc3nc(N4CCOCC4)nc(N4CCOCC4)n3)cc2s1)NCc1ccco1
  A = 0.0; B = 98.2; C = 98.3; D = -1.1; E = 2.0; F = 0.0; G = -0.6; H = -1.0; I = 99.4; J = -3.0; K = 0.0
> Cc1cc2c(OCC(O)CN3CCCC3)cccc2[nH]1 (stereo not drawn)
  A = 0.0; B = 102.6; C = 101.8; D = 0.7; E = -4.0; F = -2.0; G = 0.3; H = 0.0; I = 105.4; J = -1.0; K = 8.0
> CCNC(=O)c1sc(-c2ccccc2)nc1C
  A = 0.0; B = 101.5; C = 100.5; D = 4.0; E = -1.0; F = 1.0; G = -0.3; H = 0.0; I = 102.2; J = 0.0; K = 0.0
> Cc1cccc(C)c1NC(=O)COc1cccc(/C=N/NC(=O)C(=O)NCc2ccccc2)c1
  A = -1.0; B = 112.8; C = 100.1; D = 0.1; E = 0.0; F = -3.0; G = -0.1; H = -1.0; I = 103.6; J = 0.0; K = -1.0
> O=C(N/N=C/c1ccc2c(c1)OCO2)c1cc(-c2ccccc2)nc2ccccc12
  A = 15.0; B = 96.6; C = 109.0; D = 0.0; E = 9.0; F = 12.0; G = 0.1; H = 14.0; I = 100.4; J = 11.0; K = 11.0
> O=C(Nc1ccc(F)cc1F)c1cc2ncc(Br)cn2n1
  A = -4.0; B = 100.3; C = 99.4; D = 20.3; E = -2.0; F = 1.0; G = 1.0; H = -3.0; I = 98.5; J = -9.0; K = -17.0
> CC/C(=N\NC(=O)c1ccncc1)C12CC3CC(CC(C3)C1)C2
  A = -3.0; B = 102.8; C = 98.5; D = 0.7; E = -1.0; F = 1.0; G = 0.6; H = -8.0; I = 97.9; J = -6.0; K = -8.0
> COc1ccccc1NC(=O)C(=O)N/N=C/c1ccc([N+](=O)[O-])s1
  A = 0.0; B = ?; C = 100.2; D = 2.8; E = 4.0; F = 0.0; G = 0.4; H = 1.0; I = 99.7; J = 1.0; K = -1.0
> O=C(Cc1cc(=O)[nH][nH]1)N/N=C/c1ccccc1Cl
  A = -4.0; B = 106.4; C = 104.1; D = -12.4; E = -3.0; F = -2.0; G = -4.1; H = -1.0; I = 101.4; J = -5.0; K = 1.0
> CN(CC(=O)N1CCCCCC1)S(=O)(=O)c1ccc(F)cc1
  A = -1.0; B = 96.7; C = 100.3; D = 2.8; E = -3.0; F = -3.0; G = 1.1; H = -5.0; I = 97.6; J = -2.0; K = -5.0
> CCNC(=O)c1ccc(-n2nc(C(F)(F)F)c3c2CCCC3)cc1
  A = -2.0; B = 101.1; C = 103.8; D = 2.3; E = 0.0; F = 0.0; G = 0.1; H = -3.0; I = 102.8; J = -3.0; K = -6.0
> CC1(C)CC2CC(C)(CN2C(=S)Nc2ccccc2)C1 (stereo not drawn)
  A = -3.0; B = 98.5; C = 105.6; D = 0.6; E = -6.0; F = 0.0; G = -0.2; H = -1.0; I = 104.5; J = -2.0; K = -4.0
> O=C(c1cc2nc(C3CC3)cc(C(F)F)n2n1)N1CCOCC1
  A = 15.0; B = 80.5; C = 94.0; D = -2.6; E = 0.0; F = -1.0; G = -0.7; H = 3.0; I = 92.3; J = 0.0; K = 3.0
> Cn1ccnc1C1CCCCN1Cc1nc(-c2ccc3c(c2)OCO3)no1 (stereo not drawn)
  A = 0.0; B = 85.7; C = 93.2; D = -0.2; E = 0.0; F = -2.0; G = 1.3; H = 0.0; I = 79.8; J = -3.0; K = -4.0
> CC(C)CC(=O)N1CCN(Cc2ccccc2[N+](=O)[O-])CC1
  A = -2.0; B = 100.3; C = 104.0; D = 0.0; E = -1.0; F = -4.0; G = 0.3; H = -3.0; I = 105.2; J = -4.0; K = -2.0
> O=C(NCCc1c[nH]c2ccccc12)C(=O)NCC1OCCN1S(=O)(=O)c1ccccc1 (stereo not drawn)
  A = -1.0; B = 100.0; C = 103.8; D = 21.0; E = 4.0; F = 0.0; G = 0.6; H = -2.0; I = 101.2; J = 0.0; K = -2.0
> CCOc1cc(NC(=S)NCC2CCCO2)c(OCC)cc1NC(=O)CC (stereo not drawn)
  A = 1.0; B = 98.5; C = 91.8; D = 1.7; E = 5.0; F = -2.0; G = -0.2; H = 1.0; I = 96.5; J = 1.0; K = 4.0
> Cc1ccc(C(=O)c2c(NC(=O)c3ccccc3)sc(C)c2C)cc1
  A = -4.0; B = 78.7; C = 78.7; D = 6.4; E = 0.0; F = 0.0; G = 1.0; H = 2.0; I = 80.3; J = 1.0; K = 5.0
> CCOc1ccc(/C(CC)=N/NC(=O)C2(C)CC2(Br)Br)cc1 (stereo not drawn)
  A = -8.0; B = 93.0; C = 98.0; D = 3.7; E = -1.0; F = -2.0; G = 0.2; H = -6.0; I = 95.0; J = -9.0; K = -9.0

# Filtered by structure, the compounds so far containing fluorine
# Labels used below – A = Bim-Bcl-XL; B = RGS7-Gao; C = RGS8-Gao reg; D = ABCG2 block; E = Mcl-1 Bim block; F = Bcl-W Bim block; G = ABCB1 block; H = Bcl-2 Bim block; I = RGS4-Gao reg; J = Bim-Bcl-B; K = Bim-Bfl-1
> COc1ccc(S(=O)(=O)CCC(=O)N2CCN(c3ccccc3F)CC2)cc1
  A = -3.0; B = 101.0; C = 106.7; D = 5.1; E = -1.0; F = 0.0; G = 1.1; H = -1.0; I = 100.5; J = -4.0; K = -6.0
> O=C(Nc1ccc(F)cc1F)c1cc2ncc(Br)cn2n1
  A = -4.0; B = 100.3; C = 99.4; D = 20.3; E = -2.0; F = 1.0; G = 1.0; H = -3.0; I = 98.5; J = -9.0; K = -17.0
> CN(CC(=O)N1CCCCCC1)S(=O)(=O)c1ccc(F)cc1
  A = -1.0; B = 96.7; C = 100.3; D = 2.8; E = -3.0; F = -3.0; G = 1.1; H = -5.0; I = 97.6; J = -2.0; K = -5.0
> CCNC(=O)c1ccc(-n2nc(C(F)(F)F)c3c2CCCC3)cc1
  A = -2.0; B = 101.1; C = 103.8; D = 2.3; E = 0.0; F = 0.0; G = 0.1; H = -3.0; I = 102.8; J = -3.0; K = -6.0
> O=C(c1cc2nc(C3CC3)cc(C(F)F)n2n1)N1CCOCC1
  A = 15.0; B = 80.5; C = 94.0; D = -2.6; E = 0.0; F = -1.0; G = -0.7; H = 3.0; I = 92.3; J = 0.0; K = 3.0
